# Screening data (PubChem)
# MCF10A rerep = inducers of DNA re-replication in MCF 10A breast cells. Potency, µM (highest dose often 46.1 µM), inactives show at the highest dose activity, positive = re-replication, most hits filed as activators. AID 624296. MCF 10A DNA re-replication, Hoechst nuclear intensity, 48 h. 2.9% of 350,000 active; also: potency is read from the fitted curve at half-maximal effect; % of control where 0% means no effect; nearly all actives have a fitted effect of over 50% in size
# S2 tox = reduces viability in counter-screen for ATXN expression inhibitors; S2 cells (HEK-293 line with an ATXN2-luciferase reporter) viability, CellTiter-Fluor protease fluorescence, 24 h; Potency, µM (highest dose often 56.7 µM), hits mostly cytotoxic; 0.49% of 400,000 active; AID 651635; also: potency is read from the fitted curve at half-maximal effect; nearly all actives have a fitted effect of over 40% in size
# Nrf2 ARE act = activators of Nrf2 (ARE) signaling | AREc32 ARE-luciferase reporter (MCF7-derived line), luminescence, 24 h | Potency, µM (series often up to 46.1 µM), inactives show at the highest dose activation, hits mostly activators | 0.31% of 410,000 active | AID 624171; also: potency is read from the fitted curve at half-maximal effect; % of control where 0% means no effect; nearly all actives have a fitted effect of over 65% in size
#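 ARE activation measured as luciferase luminescence (Steady-Glo, 30 min RT) in AREc32_Fluc cells after 24 hr compound exposure at 37 deg C, 5% CO2; cells seeded overnight at 1000/well in OPTI-MEM, 5% FBS.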
# ATXN2 expr inh = inhibitors of ATXN2 expression | Potency, µM (highest dose often 57 µM), without a hit: at the top dose activity change, negative = inhibition, most hits filed as inhibitors | HEK-293 ATXN2-luciferase reporter, luminescence, 24 h | 0.72% of 360,000 active; also: potency is read from the fitted curve at half-maximal effect; % is scaled to controls: 0 for no effect and ±100 for the full control effect; nearly all actives have a fitted effect of over 55% in size
#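 qHTS (up to 57 uM final) was run with 24 h compound exposure of reporter cells at 37 °C. Each well was multiplexed: SteadyGlo luminescence measured ATXN2-luciferase expression after a fluorogenic Gly-Phe-AFC viability readout (25 uM final).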
# A549 tox = A549 cytotoxicity, counter-screen for Nrf2 inhibitors; AID 504648; A549 ARE-Fluc cells, CellTiter-Fluor viability, 18-24 h; 0.16% of 390,000 active; Potency, µM (highest dose often 46 µM), inactives show at the top dose activity change, negative = cytotoxicity, usual class: inhibitors; also: potency is read from the fitted curve at half-maximal effect; % is scaled to controls: 0 for no effect and ±100 for the full control effect
#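 A549 ARE-Fluc cells in 5% FBS OPTI-MEM, 5000 cells/well, rested 2 h then exposed to compounds in concentration-response for 18-24 h at 37 °C. Viability by CellTiter-Fluor fluorescence (Ex 405/Em 525) after 30 min; luciferase luminescence (BugLite, 15 min, RT) read afterwards.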
# HepG2 tox = kills HepG2 cells in TGF-b inhibitor counter-screen | Potency, µM (highest dose often 46.1 µM), for inactives: at the top dose activity change, negative = cytotoxicity, most hits filed as cytotoxic | HepG2 CAGA-GFP viability, ATP luminescence, 18 h | 0.76% of 410,000 active; also: potency is read from the fitted curve at half-maximal effect; some results filed as inactive show a strong effect at the top dose
#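 CellTiter-Glo luminescence gave cytotoxicity after 18 hours at 37 degrees C. The cells were HepG2 CAGA-GFP in 1% FBS DMEM, stimulated with 500 pg/mL TGF-beta after compound addition. %Activity was normalised to no-cell wells (complete cell-killing) and DMSO (no toxicity), and curves were fitted and classified.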
# Nrf2 block = blocks Nrf2 signaling. Potency, µM (doses to about 46 µM), without a hit: at the highest dose activity change, negative = inhibition, usual class: inhibitors. A549 ARE-Fluc reporter, luciferase luminescence, 18-24 h. AID 504444. 2.1% of 360,000 active; also: potency is read from the fitted curve at half-maximal effect; % is scaled to controls: 0 for no effect and ±100 for the full control effect; nearly all actives have a fitted effect of over 60% in size
#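 Nrf2 activity is the BugLite luminescence, read 15 min after reagent at room temperature, following CellTiter-Fluor cytotoxicity readout (30 min, 37C). Compound titrations were applied for 18-24 h to 5000 A549 ARE_Fluc cells/well in 5% FBS OPTI-MEM.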
# TGFb SMAD3 inh = blocks TGF-b signaling; HepG2 CAGA-GFP TGF-b/SMAD3 reporter, GFP fluorescence, 18 h; TGF-beta stimulated, 500 pg/mL final; AID 588855; Potency, µM (top dose mostly 46.1 µM), for the others: at the highest dose activity, negative = inhibition, actives largely listed as inhibitors; 1.2% of 410,000 active; also: potency is read from the fitted curve at half-maximal effect; % is scaled to controls: 0 for no effect and ±100 for the full control effect; nearly all actives have a fitted effect of over 65% in size
#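 Inhibition of TGF-beta-driven CAGA-GFP reporter expression in HEPG2 cells is measured by cellular GFP fluorescence after 18 h stimulation with 500 pg/mL recombinant TGF-beta in 1% FBS medium at 37 degrees C.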
# IL-1B inflam inh = inhibitors of inflammasome signaling (IL-1 beta secretion); THP-1 LPS/ATP IL-1B secretion, AlphaLISA, 16 h; hits give low values; activity change, % at 57.5 µM; 4.7% of 360,000 active; in the data active = activity change below about -50%; inconclusive = mostly about -30% to -49%; also: % is scaled to controls: 0 for no effect and ±100 for the full control effect
#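 Secreted IL-1B measured by AlphaLISA bead assay after 16 h compound exposure of THP-1 cells; compounds (final up to 57.5 uM) added 1 h before LPS (250 ng/mL) and ATP (1.25 mM) stimulation; lower signal means less secretion.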
# * = called active by the depositor; i = inactive; ? = inconclusive; / = not tested or not shown; & = joins results of further samples; [ ] = remark or other dose. Unless noted, calls follow the shape of the dose curve; as a rule, active = well fitted curve in the direction sought with a large enough effect; inconclusive = small, poorly fitted or top-dose-only effect, or another doubt; inactive = no such curve, though single readings can be large; an effect the other way counts as inactive or inconclusive.
nr | SMILES | MCF10A rerep | S2 tox | Nrf2 ARE act | ATXN2 expr inh | A549 tox | HepG2 tox | Nrf2 block | TGFb SMAD3 inh | IL-1B inflam inh
1 | Oc1ccc(/C=N/Nc2ncnc3c2ncn3Cc2ccccc2)cc1O | ? | i | 5.4% | 44%[activator] | -1% | 8% | 20% | -1% | 28
2 | CCCCCC(=O)Nc1ccc(S(=O)(=O)Nc2nccc(C)n2)cc1 | -26% | i | 0.3% | 6% | 1% | 1% | -6% | -1% | 20
3 | Cc1nnsc1-c1nnc(SCC(=O)c2ccc(C#N)cc2)n1C1CC1 | 5% | i | 4.1% | / | -2% | 0% | -11% | -7% | -24
4 | CCN(Cc1ccccc1)C(=O)C(C)OC(=O)c1cc(S(=O)(=O)Nc2c(C)n(C)n(-c3ccccc3)c2=O)ccc1C (stereo unspecified) | 4% | i | 0.2% | / | -7% | 1% | -12% | -2% | -21
5 | CCN(CC)c1ccc2cc(-c3nc(-c4ccc(Cl)cc4Cl)cs3)c(=O)oc2c1 | / | i | 0.1% | 3% | 7% | -4% | / | 9% | /
6 | COC(=O)c1ccc(Oc2ccc3nnc(C)n3n2)cc1 | -7% | i | 2.1% | -7% | -11% | 4% | ? | -8% | -14
7 | O=C1CCc2cc(S(=O)(=O)NCc3ccccc3Cl)cc3c2N1CC3 | 0% | i | -0.4%&-0.1% | 2%&9% | 1%&6% | 4%&-19% | -28% | 0%&-1% | -8
8 | CCn1cnc2cc(NCc3cccc(OC)c3O)ccc21 | -10% | i | 2.5% | 50%[activator] | -14% | -14% | -7% | -16% | -15
9 | CCOC(=O)c1c2c(n(C)c1C)C(=O)C(=O)c1ccc(Br)cc1-2 | 2.1µM* | ? | 11% | ? | -2% | -46% | -24% | ? | 37
10 | CCOC(=O)/C(C#N)=C/c1cccn1-c1ccc(Cl)cc1 | ? | ? | -0.5% | 14% | -15% | 13% | -29% | 9% | 23
11 | O=C(CC(C(=O)O)C1CCCO1)Nc1cccc(C(F)(F)F)c1 (stereo unspecified) | -111%[0.0737 µM] | i | 0.1% | -8% | -3% | 9% | 6% | 21% | 24
12 | COc1cc(/C=C2\SC(=S)N(CCC(=O)Nc3ccccn3)C2=O)cc(OC)c1OC | ? | i | 0.2% | -5% | 3% | -3% | -1% | 9% | 15
13 | COCCOC(=O)c1c(NC(=O)CN2CCOCC2)sc(C(N)=O)c1C | 1% | i | 0.3% | -2% | -7% | -4% | 9% | -7% | 4
14 | CSc1ncccc1C(=O)NC(C)CCc1ccccc1 (stereo unspecified) | -6% | i | -0.7% | / | 5% | -1% | 0% | 16% | -10
15 | COc1ccc(-c2ccc(SCC(=O)c3ccc(F)cc3)nn2)cc1OC | 5% | i | 4.2% | -16% | 2% | -33% | 0% | -6% | ?
16 | COc1ccc(-c2cn3c(n2)sc2cc(C(=O)NCc4ccccc4OC)ccc23)cc1 | / | / | 4.7% | / | -7% | -16% | ? | -16% | /
17 | CCc1nc(SCC(=O)Nc2ccc(OC)cc2[N+](=O)[O-])n[nH]1 | 1% | i | -0.2% | 9% | -18% | 2% | 15% | 15% | 0
18 | COc1ccc(S(=O)(=O)NC2CCCCC2)cc1C | 4% | i | -0.1% | -8% | 6% | -2% | -28% | -25% | -20
19 | CCC(=O)N(Cc1cc2ccc(C)cc2n2nnnc12)C1CCCCC1 | -4% | i | -0.6% | 2% | -3% | -11% | -8% | -11% | -10
20 | O=C(Cn1cc([N+](=O)[O-])cn1)N1CCc2ccccc21 | 6% | i | -0.3% | 0% | 11% | 7% | -10% | 11% | -3
21 | CCC(CO)Oc1cc(NCc2cccc(O)c2)c2ncn(C(C)C)c2c1 (stereo unspecified) | 7% | i | -0.1% | ? | 0% | 4% | -7% | -2% | 37
22 | Cc1cccc(C)c1NC(=S)N=Nc1c(O)n(C)c2ccc(S(=O)(=O)N3CCOCC3)cc12 | ? | i | 0.3% | ? | -3% | -24% | -8% | -6% | 2
23 | O=C(NNc1cc(Cl)ccc1Cl)c1cccnc1Cl | -23% | i | 0.3% | -2% | 0% | 7% | 3% | 9% | -6
24 | Cc1ccc(NC(=O)c2nc(S(=O)(=O)Cc3ccccc3)ncc2Cl)cc1 | ? | ? | -2.5% | ? | -15% | 22µM* | -21% | ? | -103*
25 | CCc1ccc(C2=NN(c3ccc(S(N)(=O)=O)cc3)C(c3ccc(F)cc3)C2)cc1 (stereo unspecified) | ? | ? | -1.3% | ? | -12% | -109% | ? | ? | -87*
26 | Cc1ccc(C(=O)NCc2ccc3c(c2)OCO3)cc1S(=O)(=O)N1CCCCC1 | -5% | i | -0.4% | -10% | -6% | 2% | -28% | -19% | -4
27 | Cc1cccc(C(=O)NCc2nnc(SCc3ccc(F)cc3)n2C)c1 | 2% | i | -0.4% | / | 0% | 10% | ? | -12% | 30
28 | O=C(c1cn(-c2ccccc2)nc1-c1ccc(F)cc1)N1CCCCC1 | ? | ? | 0.1% | -11% | 0% | 0% | -6% | 0% | -9
29 | COc1cc(S(=O)(=O)NCc2ccncc2)c(OC)cc1Cl | 20% | i | 0.5% | 14% | 3% | -3% | ? | 4% | 36
30 | COc1cc(/C=N/NC(=O)C2COc3ccccc3O2)cc(OC)c1OC (stereo unspecified) | -6% | i | -0.5% | -3% | 2% | 0% | -7% | -6% | 8
31 | Nc1nc(SCC(=O)N2CCCCC2)[nH]c(=O)c1NC(=O)c1ccccc1F | -1% | i | -1.0% | -3% | -4% | 0% | 5% | -11% | i
32 | CCCCNC(=O)Cc1ccc(Br)cc1 | -34%[inhibitor] | i | -0.2% | 1% | 6% | 0% | 12% | -8% | -19
33 | Fc1ccc(CSc2nnc(-c3cnccn3)n2Cc2ccco2)cc1 | 3% | i | -0.2% | 3% | / | -10% | -14% | -2% | -3
34 | CCCCC(=O)Nc1nc2ccc3nc(C)sc3c2s1 | ? | i | -0.5% | -3% | -3% | 1% | 13% | -7% | -15
35 | COc1ccc(N2CC(NC(=O)NCC(C)C)CC2=O)cc1 (stereo unspecified) | 2% | i | -0.2% | 8% | -1% | 6% | 5% | 3% | 7
36 | O=C(NCCC1=CCCCC1)C1CCN(S(=O)(=O)c2cccc3nonc23)CC1 | 0% | i | -1.4% | -7% | 15% | 0% | / | 1% | -3
37 | COc1ccc(CNC(=O)COC(=O)C2CC3C=CC2C3)cc1 (stereo unspecified) | -6% | i | -0.3% | -3% | 0% | -5% | 2% | -1% | 6
38 | Cc1ccc(NC(=O)C2CCN(c3cnccn3)CC2)cc1C | -7% | i | -0.5% | -19% | 0% | -1% | 0% | 25% | 6
39 | CCc1ccc(CNC(=O)CCCn2nc(C)n3ccnc3c2=O)cc1 | 9% | i | -0.1% | 2% | 0% | 9% | 1% | 2% | 24
40 | S=C(NCc1ccccc1)Nc1nccs1 | 2% | i | 2.7% | -20% | 6% | -4% | ? | -8% | 51

# Nos. 36 through 40, quoted:
nr | SMILES | MCF10A rerep | S2 tox | Nrf2 ARE act | ATXN2 expr inh | A549 tox | HepG2 tox | Nrf2 block | TGFb SMAD3 inh | IL-1B inflam inh
36 | O=C(NCCC1=CCCCC1)C1CCN(S(=O)(=O)c2cccc3nonc23)CC1 | 0% | i | -1.4% | -7% | 15% | 0% | / | 1% | -3
37 | COc1ccc(CNC(=O)COC(=O)C2CC3C=CC2C3)cc1 (stereo unspecified) | -6% | i | -0.3% | -3% | 0% | -5% | 2% | -1% | 6
38 | Cc1ccc(NC(=O)C2CCN(c3cnccn3)CC2)cc1C | -7% | i | -0.5% | -19% | 0% | -1% | 0% | 25% | 6
39 | CCc1ccc(CNC(=O)CCCn2nc(C)n3ccnc3c2=O)cc1 | 9% | i | -0.1% | 2% | 0% | 9% | 1% | 2% | 24
40 | S=C(NCc1ccccc1)Nc1nccs1 | 2% | i | 2.7% | -20% | 6% | -4% | ? | -8% | 51

# New compounds follow.
nr | SMILES | MCF10A rerep | S2 tox | Nrf2 ARE act | ATXN2 expr inh | A549 tox | HepG2 tox | Nrf2 block | TGFb SMAD3 inh | IL-1B inflam inh
41 | Cc1c(Br)c([N+](=O)[O-])nn1CCCC(=O)Nc1c(C)n(C)n(-c2ccccc2)c1=O | -3% | i | -0.4% | / | 2% | -12% | 7% | -16% | 9
42 | O=S(=O)(/N=C(/Nc1ccc(Cl)cc1Cl)c1ccccc1)c1cccs1 | 1% | i | 0.1% | 2%[11.3 µM] | -2% | -7% | -1% | -4% | 3
43 | Cc1occc1-c1nnc(SCC(=O)NC2CCCC2)n1C | -32%[inhibitor] | i | -0.8% | 2% | 1% | 11% | -2% | -1% | 9
44 | Cc1ccc(N=C/C(C(=O)C(F)(F)F)=C(\O)c2ccco2)cc1Cl | 0% | i | ? | 115%[activator] | 1% | -8% | ? | -8% | -3
45 | O=C(NCc1ccccn1)c1ccc(Cl)c(S(=O)(=O)Nc2ccccc2C(=O)NCc2ccccn2)c1 | -4% | i | 0.6% | -9% | 3% | -7% | 13% | -16% | 10
46 | Cc1cc(C)n2nc(C(=O)OCC(=O)N3CC(C)CC(C)C3)nc2n1 (stereo unspecified) | -2% | i | 0.6% | 0% | -4% | 2% | 2% | 22% | 15
47 | COc1cc(/C=C2\C(=O)ON=C2c2ccc(Cl)cc2)ccc1O | ? | ? | 3.2% | ? | 1% | -169% | 25% | -10% | -95*
48 | COc1ccc(OC)c(/C=N/NC(=O)c2cccc3ccccc23)c1 | ? | i | 3.5% | -6% | 11% | -13% | 0% | 15% | 42
49 | O=C(COc1ccccc1)N/N=C/c1ccc([N+](=O)[O-])o1 | 9% | ? | 9.8% | / | ? | 11µM* | 13µM* | 11µM* | -13
50 | CC(=O)CCc1ccc(OCC(O)CNC2CCCc3ccccc32)cc1 (stereo unspecified) | 5% | ? | 0.0% | -6% | -9% | 8% | -17% | -5% | -11
